H1N1 NS1A inhibition = H1N1 influenza NS1A inhibitors, functional cell based assay (AID 504329); one-dose inhibition, % at 12.5 µM; IC50 in µM for titrated hits; 0.3% of 340,000 active; NS1A functional cell-based assay, percent inhibition; higher % means a stronger effect; in the data active = a potency from the dose series; inconclusive = inhibition above about 27% without an active follow-up result; note: strong numbers were not always called active
H37Rv inhibition = M. tuberculosis growth inhibition, HTS (AID 449762). inhibition, % at 25 µM; hits with a dose series show IC50 in µM. 0.59% of 330,000 active. M. tuberculosis H37Rv growth inhibition, 7H9 media; higher % means a stronger effect; in the data active = a potency from the dose series; inconclusive = inhibition above about 70% without an active follow-up result;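 note: bacterial growth assessed after seven days of incubation; strong numbers were not always called active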
tuberculosis growth = growth inhibition of non-replicating M. tuberculosis (AID 488890); Mycobacterium tuberculosis non-replicating, growth inhibition; higher % means a stronger effect; inhibition, % at 25 µM, or IC50 in µM where a hit was titrated; 0.39% of 320,000 active; in the data active = a potency from the dose series; inconclusive = inhibition mostly from about 82% at the one dose, without a potency; inactive = the rest, 99 in 100 with inhibition below about 76%;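 note: plate controls were DMSO cells for no effect and high antibiotic wells for full effect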
PhoP GFP inhibition = PhoP regulon inhibitors, Salmonella typhi PhoP promoter GFP reporter, confirmatory (AID 1850); 0.33% of 310,000 active; inhibition, % at 50 µM; hits with a dose series show IC50 in µM; Salmonella Typhi PhoP-promoter GFP reporter, fluorescence, 4 h; higher % means a stronger effect; in the data active = a potency from the dose series; inconclusive = inhibition mostly from about 25% at the one dose, without a potency; inactive = the rest, 99 in 100 with inhibition below about 19%;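 note: 0% = induced wells with vehicle and 100% = uninduced wells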
inhibitors of VEEV = inhibitors of VEEV TC-83 cytopathic effect, confirmation, Vero cells (AID 588727); Vero cells, VEEV TC-83 cytopathic effect inhibition; higher % means a stronger effect; one-dose inhibition, % at 20 µM; IC50 in µM for titrated hits; 0.13% of 350,000 active; in the data active = a potency from the dose series; inconclusive = inhibition mostly from about 14% at the one dose, without a potency; inactive = the rest, 99 in 100 with inhibition below about 12%; note: strong numbers were not always called active
inhibitors of VEEV 10K pilot screen = further read-out of inhibitors of VEEV, marked with its call; inhibition, %; measured here: 10K pilot screen inhibition
* = called active by the depositor; i = inactive; ? = inconclusive; nt = not tested or not shown; & = joins results of further samples.

SMILES | H1N1 NS1A inhibition | H37Rv inhibition | tuberculosis growth | PhoP GFP inhibition | inhibitors of VEEV | others
Cc1ccc2nc(CSc3nnc(Cc4cccs4)n3C3CCCCC3)cc(=O)n2c1 | 7% | -13% | 5% | -7%&8% | i
Cc1ccc(S(=O)(=O)Cn2nnnc2C(CC(C)C)N2CCN(c3ccc(F)cc3)CC2)cc1 (stereo unspecified) | 7% | 5% | 2% | -8% | i
Cc1ccc(Cl)cc1NC(=S)N1CCC(c2ccccc2)C1 (stereo unspecified) | -13% | 12% | 0% | 11% | i
OCc1nc2ccccc2n1CCOc1ccccc1 | 3% | 9% | 5% | 12% | i
O=C(c1ccc(Cl)c(F)c1F)N1CCCC1 | -2% | -9% | -14% | 3% | 1.1%
CC(C)CCn1c(NCCN(C)C)nc2c1c(=O)[nH]c(=O)n2C | 1% | 6% | 2% | 1% | 0.6%
COC(=O)COc1ccc(S(=O)(=O)N2CCOCC2)cc1C | 8% | -9% | 1% | -5% | 0.7%
COc1ccccc1CNC(=O)c1cc2sccc2n1C | 6% | -7% | 12% | 7% | i
CC1CC(C)(C)CC2(C1)NC(=O)N(CC(=O)OCC(=O)Nc1cc(S(=O)(=O)N3CCCCC3)ccc1Cl)C2=O (stereo unspecified) | -9% | nt | nt | nt | 1.8%
CCCNC(=S)N1CCN(C(c2ccccc2)c2ccccc2)CC1 | 3% | 5% | 50% | -7% | 0.3%
C=CCOc1ccc(/C=C2\C(=N)N3N=C(S(=O)(=O)CC)SC3=NC2=O)cc1OC | 10% | 6% | 39% | 12% | 0.3%
CN1CCC(=NNC(=O)C(=O)NC2CCCCC2)CC1 | -1% | 5% | 2% | 4% | i
CC(C(=O)Nc1ncc2c(n1)CC(C)(C)CC2=O)N1C(=O)c2ccccc2C1=O (stereo unspecified) | -20% | 1% | -8% | -6% | 1.8%
CC1=C(C(=O)OCc2ccccc2)C(c2ccc(Cl)cc2)NC(=O)N1CCCCCC(=O)O (stereo unspecified) | -3% | -5% | 5% | 5% | 0.2% | inhibitors of VEEV 10K pilot screen=1.1
CC(=O)c1cccc(NC(=O)c2nccnc2C(=O)O)c1 | 18% | -12% | -13% | -1% | 2.9%
COc1ccccc1N1CCN(C(=O)C(=O)N/N=C/c2ccccc2F)CC1 | -2% | -5% | 1% | -4% | i
O=C(COc1cccc(Cl)c1)NCc1ccccc1 | 1% | 11% | 63% | 3% | i
OC1(c2cccc(F)c2)CCN(Cc2ccncc2)CC1 | 3% | 0% | 6% | 13% | 0.4%
CC(C)Cn1c(-c2ccc(C#N)cc2)nc2c1c(=O)[nH]c(=O)n2CC(C)C | -2% | 6% | -1% | 2% | 7.6%
O=C(Nc1ccc(N2CCOCC2)cc1)C1=NN(c2ccccc2)C(=O)CC1 | 0% | nt | nt | nt | 2.1%
COc1ccc(NC(=O)c2cc(F)cc(F)c2)cc1Cl | 2% | 0% | 37% | 4% | 1.2%
CS(=O)(=O)N(CCc1ccccc1)CC(=O)NCc1ccc2c(c1)OCO2 | 12% | 2% | 2% | 5% | 0.9%
O=C(Nc1cc(Oc2ccc(Cl)cc2)cc([N+](=O)[O-])c1)c1ccco1 | 1% | 5% | 65% | -1% | 9.7%
Cc1noc(C)c1NC(=O)N(C)C[C@H]1Oc2c(NC(=O)NC(C)C)cccc2C(=O)N([C@H](C)CO)C[C@@H]1C | -3% | -4% | -9% | nt | i
COc1ccc(OCC(=O)N2CCCC(CO)(CCOc3ccccc3)C2)cc1 (stereo unspecified) | -3% | 10% | 16% | -2% | 5.2%
O=C1NC(=O)C2(CCc3ccccc32)N1 (stereo unspecified) | -2% | -1% | -23% | 8% | 0.0%
Cc1ccc(S(=O)(=O)/C(C#N)=C/c2c[nH]c3ccccc23)cc1 | 6% | 6% | 11% | 11% | 1.4%
CCc1nnc(SCCSc2nnc(CC)n2N)n1N | 7% | -10% | -6% | -4% | 1.8%
C=CCN(CC=C)S(=O)(=O)c1ccc(C(=O)Nc2nc3c(s2)CCc2ccccc2-3)cc1 | -8% | nt | 14% | 2% | i
Cc1sc2ncn(-n3c(C)ccc3C)c(=O)c2c1C | 9% | -1% | 14% | 0% | 2.6%
COc1cc(NC(=O)COC(=O)CO/N=C(\C)c2ccc3c(c2)OCO3)cc(OC)c1OC | 4% | 10% | 10% | 7% | i
CCN(Cc1ccncc1)C(=O)CCc1ccccc1 | 1% | -4% | -14% | 3% | i
Cc1cccc(OC2CCN(Cc3nc(CC4CC4)no3)CC2)c1 | -1% | 6% | 24% | 0% | 0.2%
CN(C)c1cc(-c2ccccc2)nc(-c2ccccc2)n1 | 2% | 6% | 8% | 1% | i
COC(=O)C1=C(c2c(C)noc2C)C[C@@H]2CC[C@H]1N2C(=O)NCCOc1ccccc1 | -2% | -3% | -2% | nt | 0.6%
CCCCNC(=O)c1cn(-c2ccc(OCC)cc2)c(=O)c2cc(OC)c(OC)cc12 | -7% | -1% | -2% | -8% | 6.2%
COC(=O)CN(c1ccc2c(c1)OCO2)S(C)(=O)=O | -9% | -8% | 2% | 8% | 1.4%
Cc1ccc(NS(=O)(=O)c2ccc3c(c2)NC(=O)CCS3)c(Cl)c1 | -7% | -3% | 11% | -6% | 2.7%
O=C(NC1=NCCS1)c1ccc([N+](=O)[O-])cc1Cl | 1% | -5% | 2% | -1% | 1.2%
O=C(Nn1c(-c2ccc(Cl)cc2)nc2ccccc2c1=O)c1cccnc1Cl | -5% | -1% | -12% | -2% | i
O=C1Cc2cc(O)ccc2O1 | -9% | nt | nt | nt | 0.8%
O=C(NCc1ccc(F)cc1)c1cc2c(s1)CS(=O)(=O)C2 | -12% | -11% | -2% | 3% | 1.1%
CC(C)N(C(=O)CN1C(=O)C(=O)c2ccccc21)c1ccccc1 | -3% | -8% | 8% | 9% | 2.0%
O=C(Cc1csc(Nc2nc(=S)[nH]c3ccccc23)n1)NCCCN1CCN(c2cccc(Cl)c2)CC1 | 5% | 53% | ? | -8% | ?
CN(C(=O)COC(=O)C1CCN(S(=O)(=O)c2cccs2)CC1)C1CCS(=O)(=O)C1 (stereo unspecified) | -1% | -18% | 3% | 12% | 3.2%
CCO[C@H]1OC(C(N)=O)=C[C@@H](C(C)(C)C)[C@@H]1CCCO | 9% | -2% | -12% | -9% | 2.1%
Cc1cc2nc(SCC(=O)Nc3ccccc3C(=O)O)[nH]c2cc1C | 4% | 4% | 31% | 5% | 2.0%
O=C(Nc1ccc2c(c1)OCCO2)c1ccc(Cl)cc1 | -3% | -2% | 55% | -1% | 1.2%
COc1ccc2nc(SCC(=O)Nc3ccc4c(c3)CCC4)[nH]c2c1 | 4% | ? | -1% | -3% | i
COc1ccccc1NC(=S)N1CCOCC1 | 0% | -2% | -22% | -4% | i
Cc1csc(SC(C)C(=O)NCC2CCCO2)n1 (stereo unspecified) | -4% | 3% | -16% | 3% | i
CCOP(=O)(OCC)c1nc(-c2cccc3ccccc23)oc1NCc1ccc(OC)cc1 | -24% | 2% | 14% | -1% | 2.4%
COc1cc(C)c(Cl)cc1S(=O)(=O)NCCCN1CCOCC1 | -1% | -2% | 7% | 6% | i
O=C(CCCn1c(=O)oc2ccccc21)N1CCN(c2ccc(F)cc2)CC1 | 3% | 5% | 7% | -1% | 0.1%
CC12CN3CCN(C1)CC(C)(C3)C2=NN | 1% | -7% | -15% | 7% | 0.5%
CCOc1ccccc1N(C)S(=O)(=O)c1ccc2c(c1)CC(C)N2C(=O)C1CC1 (stereo unspecified) | -1% | -1% | 7% | -11% | 4.6%
COc1cccc(COC(=O)C2CC(=O)N(Cc3ccco3)C2)c1OC (stereo unspecified) | 11% | 8% | 15% | -3% | 2.9%
COc1cccc(CNC(=O)CSc2nc3ccc(C)cc3[nH]2)c1 | 1% | 6% | 1% | -10% | 0.1%
O=S(=O)(c1ccc(F)cc1)n1ccc2cccnc21 | -6% | 4% | -2% | -9% | 4.9%
Cc1csc(SCC(=O)Nc2cccc(S(=O)(=O)N3CCOCC3)c2)n1 | 6% | 2% | 1% | 5% | i

Continued:
SMILES | H1N1 NS1A inhibition | H37Rv inhibition | tuberculosis growth | PhoP GFP inhibition | inhibitors of VEEV | others
O=C(Nc1cccc(C(=O)O)c1)/C(=C/c1ccc2c(c1)OCO2)NC(=O)c1cccc(Br)c1 | -4% | 10% | 3% | 6% | 1.9% | inhibitors of VEEV 10K pilot screen=0.9
COC(=O)C1C2c3ccccc3OC1(C)N=c1s/c(=C/c3cn(C)nc3C)c(=O)n12 (stereo unspecified) | 6% | -4% | 31% | -7% | 9.1%
Cc1[nH]c(C)c(S(=O)(=O)N2CCN(c3ccccc3F)CC2)c1C(=O)N1CCCC1 | 2% | 8% | -5% | 6% | i
CCOC(=O)N=Nc1c(O)n(Cc2ccccc2)c2ccccc12 | 9% | 11% | -10% | -7% | 1.2%
COc1ccc2c(c1)C(=O)[C@H](O)[C@@H](c1ccc(OC)c(Br)c1)O2 | nt | 7% | 12% | -1% | nt
Cc1ccc(NS(=O)(=O)c2ccc(CCC(=O)N3CCCC3)cc2)cc1 | 3% | -5% | -1% | -5% | i
CCN(CC)CCNC(=O)c1ccc(NC(=O)c2ccc(S(=O)(=O)N3CCCCCC3)cc2)cc1 | 10% | -10% | 2% | 3% | 1.1%
C=CCOC(=O)c1[nH]c2c(c1C)C(=O)CC(c1ccco1)C2 (stereo unspecified) | nt | -2% | 25% | -14% | nt
COc1ccc(-c2oc3ncn(CCN4CCOCC4)c(=N)c3c2-c2ccc(OC)cc2)cc1 | 0% | ? | 25% | -25% | i
CCOC(=O)c1c(C)[nH]c(C)c1S(=O)(=O)NCCN1CCN(c2ccccc2F)CC1 | 19% | 1% | 21% | 2% | 0.2%
Cc1cccc(C(=O)NC(=S)Nc2c(C)n(C)n(-c3ccccc3)c2=O)c1 | -1% | 7% | -7% | -1% | i
O=C(COc1ccccc1)Nc1ccccc1N1CCN(c2ccccc2)CC1 | -4% | -5% | -2% | 3% | 2.8%
CCOc1ccc(S(=O)(=O)Nc2ccc(S(=O)(=O)N3CCOCC3)cc2)cc1 | 0% | -1% | -6% | 4% | 2.2%
CN(CC(=O)NCc1ccco1)C(=O)C1CC(=O)N(c2ccc3c(c2)OCCO3)C1 (stereo unspecified) | 11% | -6% | -6% | nt | 0.1%
O=C(Nc1cc(F)cc(F)c1)c1ccc(NCCCN2CCCCCC2)c([N+](=O)[O-])c1 | 6% | -5% | 15% | -5% | 1.5%
COc1ccccc1/C=C/C=N/n1c(-c2ccc(Cl)cc2)n[nH]c1=S | nt | 5% | 8% | 5% | 9.2%
O=C(Nc1ccon1)c1cccc(C(F)(F)F)c1 | -3% | 2% | 11% | 10% | 3.8%
Cc1nn(C)c(C)c1CN(C)C(=O)c1cc2nc(-c3ccco3)cc(C(F)(F)F)n2n1 | -19% | -5% | 0% | -11%&8% | 1.7%
COc1ccc(-c2cc(N)n(S(=O)(=O)c3c(F)c(F)c(F)c(F)c3F)n2)cc1OC | -2% | 1% | ? | 2% | i
COc1ccc(CNC(=O)C(CCSC)NS(=O)(=O)c2ccccc2F)cc1 (stereo unspecified) | -4% | -2% | -3% | -3% | 0.1%
COc1ccc(C(=O)Nn2c(C)nc3ccccc3c2=O)cc1OC | 2% | -5% | -9% | -6% | 0.3%
